Source: PubChem
V-ATPase pH: regulators of yeast V-ATPase proton transport; response, % at 10 µM; S. cerevisiae, pHLuorin cytosolic pH fluorescence; 350,000 compounds, 0.37% hits; AID 504577; in the data active = response mostly above about 7.3%, no sharp cut-off; inactive = mostly below about 5.4%; also: actives read high; inactives centre near 0; some compounds called inactive have numbers as strong as hits
CAL PDZ FP-1: human CAL PDZ-peptide interaction inhibition; purified CAL PDZ, TMR-peptide fluorescence polarization, 1 h; inhibition, % at 20 µM; AID 504414; Q9HD26; 330,000 compounds, 0.02% hits;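 active = highest replicate inhibition of at least 40%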;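 also: plate controls were DMSO neutral control wells for no effect and unlabeled competitor peptide control wells for full effect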
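Test system: tagged CAL PDZ domain / Buffer or medium: sodium phosphate/NaCl buffer pH 7.4 with TCEP, IgG, Thesit / Reagent: TMR-labelled reporter peptide T*-PRC34 bound in PDZ groove / Compound dosing: single point, 20 µM / Schedule: 1 h incubation at room temperature before polarization reading / Technique: fluorescence polarization (mP) / Benchmarks: unlabelled peptide, DMSO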
dFosB activator: activators of mouse delta FosB homodimer; purified delta FosB, TAMRA-CDK5 oligo fluorescence polarization; percent of positive-control signal above neutral wells; activation, % at 25 µM; 340,000 compounds, 0.99% hits; AID 493131;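 active = mean activation above about 17%, with every replicate also reaching it, limit read from the data, passing the limit was not always enough; inconclusive = only one of the two conditions met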;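 also: fluorescence polarization rise as delta FosB binds a TAMRA Cdk5 AP-1 oligo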
Rtt109 Vps75: C. albicans Rtt109 histone acetyltransferase inhibition. Q5AAJ8. purified Rtt109/Vps75, ThioGlo CoA-SH fluorescence, 4 h. inhibition, % at 34.9 µM. 330,000 compounds, 0.16% hits;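 active = inhibition of at least 50% in every replicate; inconclusive = best replicate reaches 50% inhibition but some replicates fall short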
Target sequence (Q5AAJ8 whole entry, looked up): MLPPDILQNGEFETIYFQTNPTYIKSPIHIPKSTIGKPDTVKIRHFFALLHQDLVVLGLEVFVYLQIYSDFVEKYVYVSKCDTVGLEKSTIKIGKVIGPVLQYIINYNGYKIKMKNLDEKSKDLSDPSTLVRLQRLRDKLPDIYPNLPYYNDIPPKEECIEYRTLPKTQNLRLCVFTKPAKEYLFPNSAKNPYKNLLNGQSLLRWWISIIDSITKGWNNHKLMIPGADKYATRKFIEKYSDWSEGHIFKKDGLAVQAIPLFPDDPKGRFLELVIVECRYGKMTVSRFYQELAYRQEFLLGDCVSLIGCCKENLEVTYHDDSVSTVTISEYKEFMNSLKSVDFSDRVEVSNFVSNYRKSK
cardiac RTF act: increases calcium sensitivity of human cardiac regulated thin filaments. activation, % at 7.2 µM. AID 493008. 340,000 compounds, 0.24% hits. IANBD-labeled TnC RTF fluorescence at EC20 calcium; 0% EC20 calcium, 100% full calcium;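 active = activation above the mean over all tested compounds plus 3 SD, cut at about 30% in these data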;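 also: rise in fluorescence read as greater calcium sensitivity of cardiac thin filaments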
Tat transport: blocks Tat-dependent protein export in E. coli; E. coli MC4100 TorA-mCherry Tat export, fluorescence; inhibition, % at 10 µM; 340,000 compounds, 0.036% hits; AID 488895;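 active = mean replicate inhibition at least 50% and at least half of replicates individually reaching 50%; inconclusive = only one of the two criteria met; inactive = neither criterion met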;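 also: exported cargo escapes ClpAP degradation while cytoplasmic cargo is degraded and loses fluorescence; 0% = median of neutral control wells and 100% = median of NaSCN control wells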
MITF TRPM1 HTS: activators of MITF-driven TRPM1 promoter activity in SK-MEL-5 cells; SK-MEL-5 TRPM1-promoter luciferase, 24 h; % of positive control, neutral wells = 0; activation, % at 12.5 µM; 300,000 compounds, 0.75% hits;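 active = mean activation of at least 80% with every replicate also reaching 80%; inconclusive = mean reaches 80% but some replicate falls short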;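 also: 0% = neutral control wells and 100% = parthenolide positive control wells; values of inactives mirror those of a sister screen read the other way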
Wnt bcat act: Wnt/beta-catenin pathway activation; 300,000 compounds, 1.2% hits; Wnt/beta-catenin reporter cell assay, activator, plate reader; activation, % at 9.35 µM; in the data active = activation above about 30%, passing the limit was not always enough; inconclusive = no clear call, values can overlap the other calls;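 also: 0% = neutral control wells and 100% = positive control wells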
CAL PDZ FP-2: inhibitors of human CAL PDZ peptide binding; Q9HD26; AID 602252; 300,000 compounds, 0.92% hits; inhibition, % at 24.9 µM; purified CAL PDZ, TMR-peptide fluorescence polarization, 1 h;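 active = mean inhibition of at least 30% with at least half of replicates also reaching 30%; inconclusive = no clear call, values can overlap the other calls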;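 also: 0% = DMSO neutral control and 100% = excess unlabeled competitor peptide PRC23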
CDK5 p35 inh: CDK5/p35 (human) kinase inhibition. Q00535+Q15078. Recombinant CDK5/p35, ADP-Glo luminescence, 60 min. inhibition, % at 10 µM. 330,000 compounds, 0.01% hits;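 active = highest replicate inhibition of at least 50% and at least 75% of replicates reaching 50%; inconclusive = only one of the two criteria met; inactive = both criteria failed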;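 also: plate controls were DMSO neutral control for no effect and GW8510 at 10 µM for full effect; many of its hits are not listed in these tables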
Target sequence (Q00535 whole entry, looked up): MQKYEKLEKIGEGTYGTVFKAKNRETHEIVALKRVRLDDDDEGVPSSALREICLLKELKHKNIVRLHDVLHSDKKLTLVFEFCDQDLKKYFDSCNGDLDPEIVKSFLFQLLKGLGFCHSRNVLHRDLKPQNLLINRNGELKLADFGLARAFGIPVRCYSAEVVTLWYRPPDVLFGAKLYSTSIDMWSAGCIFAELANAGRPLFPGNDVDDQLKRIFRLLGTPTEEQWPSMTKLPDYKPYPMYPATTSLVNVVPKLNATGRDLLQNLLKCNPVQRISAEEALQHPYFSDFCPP
Target sequence (Q15078 whole entry, looked up): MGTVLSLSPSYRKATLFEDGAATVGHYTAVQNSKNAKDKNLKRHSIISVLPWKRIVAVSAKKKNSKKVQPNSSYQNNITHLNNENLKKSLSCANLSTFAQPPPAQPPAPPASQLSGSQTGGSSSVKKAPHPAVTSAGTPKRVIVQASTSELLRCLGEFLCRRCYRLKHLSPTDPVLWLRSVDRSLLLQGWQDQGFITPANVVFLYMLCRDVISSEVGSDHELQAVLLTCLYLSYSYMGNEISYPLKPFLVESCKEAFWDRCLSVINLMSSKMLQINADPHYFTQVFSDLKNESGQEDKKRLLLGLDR
* hit, by the source's call; ? = inconclusive; nt = no result given.

SMILES	V-ATPase pH	CAL PDZ FP-1	dFosB activator	Rtt109 Vps75	cardiac RTF act	Tat transport	MITF TRPM1 HTS	Wnt bcat act	CAL PDZ FP-2	CDK5 p35 inh
COc1ccc(CC(=O)Nc2c(C(=O)N3CCN(c4ccccc4OC)CC3)oc3ccccc23)cc1OC	0	-4.2	-20	2	-1	11	-4	1	-7	1.4
CN(C)c1ccc(NC(=O)C(=O)C2C(=O)Nc3ccccc32)cc1 (stereo unspecified)	-3	1.0	-5	-8	-1	4	20	44*	4	1.8
NC(=O)C1CCN(c2nc(-c3cc4ccccc4o3)cs2)CC1	5	1.7	-4	2	5	0	60	3	-2	0.8
COc1cc(Cl)c(C)cc1NC(=O)CC1SC(N2CCOCC2)=NC1=O (stereo unspecified)	2	-1.0	-6	1	-3	7	-5	1	-12	-1.2
COc1cccc(C2c3cc4c(cc3OC(C)(N3CCCC3)C2C)OCO4)c1O (stereo unspecified)	-4	-4.4	-22	2	-7	-1	nt	-2	-1	0.2
CCN(CC)C(=O)/C(NC(=O)c1ccccc1)=C(/Sc1ncccn1)c1ccccc1	2	-0.9	1	-9	4	-6	5	nt	-2	2.1
CC(C)C(=O)Nc1cccc(C(=O)Nc2nnc(C(C)C)s2)c1	2	-0.7	-7	-4	-2	-7	91*	nt	0	0.5
CCO[C@@H]1OC(C(=O)N2CCN(Cc3ccccc3)CC2)=C[C@H](c2ccc(C(F)(F)F)cc2)[C@H]1CCCO	3	0.6	-1	4	2	15	4	12	-1	-2.3
CCc1cc(C(=O)O)c(NC(=O)C(c2ccccc2)c2ccccc2)s1	nt	-1.0	-2	9	6	-9	-6	nt	-3	0.1
CC(=O)c1c(C)[nH]c(C(=O)NCc2cccs2)c1C	-2	-1.8	-6	8	-11	-5	11	nt	-1	0.0
CCOc1ccc2nc(NC(=O)CSc3nc(-c4ccccc4)c(C#N)c(=O)[nH]3)sc2c1	-7	nt	1	10	0	-6	6	3	-3	-0.3
CN(C(=O)c1cccc(NC(=O)Cc2cccc(NC(=O)C3CCN(C(=O)C4CCC4)CC3)c2)c1)C1CC1	0	-1.0	-9	-9	-1	-9	-7	-1	1	-5.1
COc1ccc(-c2cc(C(=O)N/N=C/c3ccc4c(c3)OCO4)c3ccccc3n2)c(OC)c1	12	-1.6	-3	-2	1	0	-9	-11	-1	0.7
CCCn1c(SCC(=O)N2CCc3ccccc32)nnc1-c1ccco1	0	-4.9	-12	3	-3	-4	-5	nt	6	-0.7
COc1ccccc1CNC(=O)COC(=O)CCN=C1NS(=O)(=O)c2ccccc21	-2	-1.4	-10	-9	4	-1	4	0	-4	-0.2
CCOC(=O)C1CCN(Cc2nc3ccc([N+](=O)[O-])cc3c(=O)n2-c2ccc(OC)cc2OC)CC1	3	-1.4	-10	-2	1	-5	-1	13	2	-0.7
Cc1onc(-c2ccccc2)c1C(=O)Nc1nc(-c2ccccc2)cs1	4	-1.1	0	-11	7	0	16	1	6	0.4
CCN(CC)C(=O)c1ccc(CS(=O)(=O)c2ccc(Br)cc2)cc1	-1	0.3	0	1	-2	-7	1	2	nt	0.5
CCCCc1nc(NCCN2CCOCC2)c(C#N)c2c1COC(C)(C)C2	-9	-2.9	-7	17	-4	6	5	-6	2	-2.2
Cc1cc(Cl)ccc1NC(=S)NCC(C)C	-1	-0.3	1	3	-1	9	-9	-2	-3	4.0
O=C(O)C(Cc1ccccc1)N1C(=O)C2CCCCC2C1=O (stereo unspecified)	4	-1.2	-2	25	0	1	-7	-13	-3	1.7
CC(=O)c1cccc(NC(=O)COC(=O)CC2CC3CCC2C3)c1 (stereo unspecified)	-2	-0.1	-14	2	3	6	-2	-1	nt	-1.4
COC(=O)[C@H](CC(C)C)NS(=O)(=O)N(Cc1ccccc1)[C@@H](CC(C)C)C(=O)OC	-3	-1.4	4	-16	0	13	6	-2	-4	-1.4
COc1ccc(C(C(=O)NCC2CCCO2)N(C(=O)CNC(=O)c2ccco2)c2ccc(C)c(C)c2)cc1OC (stereo unspecified)	0	-1.5	-12	3	-3	5	-3	1	-2	-5.2
Cc1cc(=O)[nH]c(SCC(=O)NN(c2ccccc2)c2ccccc2)n1	-2	-2.4	-2	-2	3	-3	2	2	-2	-2.7
The listing continues:
SMILES	V-ATPase pH	CAL PDZ FP-1	dFosB activator	Rtt109 Vps75	cardiac RTF act	Tat transport	MITF TRPM1 HTS	Wnt bcat act	CAL PDZ FP-2	CDK5 p35 inh
COc1ccccc1CCNC(=O)CSc1ccc(-c2cccs2)nn1	9	-0.1	-7	12	-2	-7	-10	0	0	1.1
CCCOc1ccc(N2CC(C(=O)Nc3ccc(N4CCOCC4)cc3)CC2=O)cc1 (stereo unspecified)	0	-2.3	7	1	-2	1	-9	-1	-4	-0.8
COc1ccc(NC(=O)CSc2c(C)nn(-c3nnc(C)c(=O)[nH]3)c2C)cc1	-2	-1.8	3	-2	8	-13	3	nt	0	1.3
CC(Cc1ccccc1)Nc1ncnc2c1ncn2C1OC(CO)C(O)C1O (stereo unspecified)	0	0.4	1	-6	-3	5	30	3	1	-4.8
Cc1cc(NC(=O)CSc2nc3c(sc4ccccc43)c(=O)n2CCCN2CCOCC2)n[nH]1	2	-1.7	-20	0	7	1	nt	-13	2	0.2
O=C(NCCCCCCCN1CCCCCCC1)C(C1CCCCC1)C1CCCCC1	-2	-1.0	12	15	1	5	nt	-8	1	1.5
Cc1ccc(CN(c2ccc(C(=O)N3CCOCC3)cc2)S(C)(=O)=O)cc1	1	0.1	3	-1	-3	-2	-11	-5	-1	0.2
O=[N+]([O-])c1ccccc1/C=C/c1ccc2ccccc2n1	-1	-25	-6	-2	8	-3	75	12	-1	-5.0
COc1cccc(N(CC(=O)N2CCOCC2)S(C)(=O)=O)c1	2	-0.1	-1	-7	-3	-5	nt	-1	-3	-0.1
C/C(CC(=O)Nc1ccc(N(C)C)cc1)=N\NC(=O)c1ccncc1	-2	nt	-2	-11	3	-4	-8	4	-1	-0.3
O=S(=O)(NCc1ccccc1Cl)c1ccc(-n2cnnn2)cc1	1	-2.8	0	-2	1	8	nt	-2	0	-1.0
COCCNC(=O)/C(C#N)=C/c1cccs1	-2	-1.5	-11	-3	5	-2	nt	4	18	0.2
COc1cc(/C=N\NC(=O)c2ccc(-c3ccccc3)cc2)cc(OC)c1O	3	-1.4	6	-2	-3	-10	40	9	-3	-1.8
O=C(Nc1ccc(N2CCCC2)cc1)c1cc([N+](=O)[O-])ccc1N1CCOCC1	-2	-2.3	-6	-9	-7	0	1	3	-3	0.7
COc1ccc(S(=O)(=O)Nc2ccc(S(=O)(=O)N3CCCCC3)cc2)cc1OC	-3	-3.5	-7	-1	2	4	nt	-3	-3	-1.4
O=S(=O)(/C=C/c1ccccc1)NC1CCCCCC1	-2	0.1	-6	1	nt	8	-4	-1	5	-0.4
COC(=O)c1oc2c(c1C)C(=O)CC(C)(C)C2	0	-1.7	3	7	4	6	2	1	3	0.6
CCOc1ccc(CCNC(=O)c2ccc3nc(N4CCOCC4)sc3c2)cc1OCC	-1	-2.7	-2	-1	0	-6	-7	15	-4	1.6
O=C(CC1Oc2ccccc2NC1=O)NC1CCCC1 (stereo unspecified)	-3	-0.6	1	-10	1	4	3	-6	-4	0.5
COc1ccc(/C=C/C(=O)OCC(=O)NCCc2ccccc2)c(OC)c1	4	-0.8	-2	10	7	5	1	-1	5	0.5
CS(=O)(=O)c1nc(-c2ccccc2)c(-c2ccccc2)[nH]1	1	-1.7	-4	4	5	-6	4	nt	-12	-1.2
COc1ccc(C(=O)/C=C/c2cccnc2)c(OC)c1	0	0.7	-4	-3	1	-2	-18	-1	2	0.2
Cc1cc2oc(=O)cc(CN(C)Cc3cccc(F)c3)c2cc1Cl	-1	0.0	-4	-2	3	15	17	3	-6	0.6
O=C(CSc1nc2ncc(Cl)cc2[nH]1)Nc1ccccc1-c1ccccc1	-2	-2.5	-20	-1	-4	4	-5	-1	5	1.6
Cc1ccc(S(=O)(=O)N2CCN(C3CC(=O)N(CCc4ccccc4)C3=O)CC2)cc1C (stereo unspecified)	-1	-0.3	-10	8	5	1	-14	8	-2	0.2
(list continues)
SMILES	V-ATPase pH	CAL PDZ FP-1	dFosB activator	Rtt109 Vps75	cardiac RTF act	Tat transport	MITF TRPM1 HTS	Wnt bcat act	CAL PDZ FP-2	CDK5 p35 inh
Cc1nn(-c2ccccc2)c(N)c1C(c1ccc(C(C)C)cc1)c1c(C)nn(-c2ccccc2)c1N	1	-2.7	-2	-6	-8	0	-5	1	-2	-2.3
COc1ccccc1NC(=O)Nc1nc(CC(=O)Nc2cc(F)ccc2F)cs1	-1	-2.4	-7	13	-18	0	8	-3	-1	0.9
CCCCCCCCn1c(=O)c(C(=O)OCC)c(O)c2ccccc21	2	-1.7	-2	-12	1	13	5	nt	-5	-0.1
COc1cc(-c2nc(S(=O)(=O)c3ccc(Cl)cc3)c(N(C)C)o2)cc(OC)c1OC	5	-0.3	-8	-4	2	-7	-8	nt	-2	0.9
CC(=O)CC(c1ccc([N+](=O)[O-])cc1)c1c(O)c2ccccc2oc1=O (stereo unspecified)	-2	-0.6	0	-2	0	6	-2	1	-2	-0.9
CCOc1ccc(N2C(=O)Nc3ccc(Br)cc3C2(O)C(=O)NCCN(C)C)cc1 (stereo unspecified)	-4	-2.6	1	4	-1	4	11	-1	2	-1.1
COc1cccc(OC)c1C(=O)Nc1ccc([N+](=O)[O-])cn1	-2	-0.7	1	-7	6	-11	-8	2	-21	-0.7
O=C(CN(CCc1ccccc1)C(=O)CNS(=O)(=O)c1ccccc1)NCc1ccco1	0	0.2	-6	1	0	9	nt	0	nt	-1.1
O=C(CSc1ncn[nH]1)N1CCOCC1	-4	-1.8	3	-1	-4	3	-2	0	5	4.1
Cc1ccccc1OC(C)C(=O)N1CCC(Cc2ccccc2)CC1 (stereo unspecified)	1	-2.6	-14	-5	2	13	-3	3	-6	-0.1
Cc1cc(=O)[nH]c(SCc2cccc(F)c2)n1	-5	-2.0	0	-1	-1	23	nt	nt	-4	-2.7
NS(=O)(=O)c1ccc(NC(=O)COC(=O)c2cnc(Cl)c(Cl)c2)cc1	-2	-0.5	-5	-4	4	-1	-10	-1	-5	-4.3
CCOC1=NS(=O)(=O)c2ccccc21	2	-1.4	6	-12	0	-8	2	-2	-1	-1.2
COc1ccccc1NC(=O)c1ccccc1NS(C)(=O)=O	0	0.0	1	-1	8	-5	11	nt	-4	0.0
O=C(NCc1ccccc1F)Nc1ccc([N+](=O)[O-])cc1	-1	-11	-6	-22	-3	3	26	0	0	1.0
COc1ccc2cc(C(=O)NCCc3ccccc3)[nH]c2c1	3	1.0	1	-5	-2	7	?	13	-6	0.0
